Source: PubChem (Broad Institute)
EWS-Fli block: EWS/Fli-driven NR0B1 reporter inhibitors, primary screen, A673 cells, NR0B1 luciferase, luminescence, MLPCN library; inhibition, % at 12.6 µM; viability-normalised; 350,000 compounds, 0.67% hits;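 active means mean inhibition of at least 50% after viability correction, with every replicate also passing that limit; inconclusive means mean reaches 50% but only one of two replicates passes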;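 further: firefly luciferase signal divided by Alamar Blue viability fluorescence both relative to DMSO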
DENV2 CPE: inhibitors of DENV2 cytopathic effect, primary screen, cell-based, plate reader, single concentration; DENV2-infected cells, cytopathic effect rescue; CPE inhibition, % at 9.99 µM; 350,000 compounds, 1.7% hits; AID 651640, 2012; in the data active means CPE inhibition above about 20%, passing the limit was not always enough; inconclusive means no clear call, values can overlap the other calls; tested in BHK-21 cells;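 further: 0% = median of neutral control wells and 100% = median of positive control wells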
miR-122 sensor: miR-122 Renilla sensor signal increase in Huh7, primary screen, miR-122 inhibitor project, cell-based, single point, plate reader; Huh7 miR-122 Renilla luciferase sensor, 48 h; neutral wells = 0, positive control = 100; activation (reporter increase), % at 12.5 µM; 340,000 compounds, 0.3% hits; AID 602342, 2012;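 active means mean replicate activation score at least 90 and every replicate individually at or above 90; inconclusive means only one of the two criteria met; inactive means neither criterion met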;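 further: higher luciferase means less miR-122 activity so hits act as miR-122 inhibitors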
PAX8 inh HTS: inhibitors of PAX8-driven TPO luciferase reporter, primary screen, RMG-I cells, single concentration | SteadyGlo, 24 h | inhibition, % at 12.6 µM | 360,000 compounds, 1.2% hits | AID 652154, 2013;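 active means mean replicate inhibition at least 60% with every replicate also reaching 60%; inconclusive means only one of the two criteria is met; inactive means mean below 60% and not all replicates reaching 60%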;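 further: luciferase light reporting Pax8 driven TPO promoter activity; plate controls were median of neutral control wells for no effect and mitoxantrone controls for full effect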
FN deposit inh: inhibitors of fibronectin matrix deposition, primary screen, AH1F cells, Alexa488-fibronectin fluorescence, plate reader. 350,000 compounds, 0.086% hits. AH1F fibroblasts, overnight. inhibition, % at 12.6 µM;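 active means mean inhibition across replicates of 30% or more, regardless of how many single replicates reach that level; inconclusive means mean under 30% yet at least half of replicates reach 30%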;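 further: positive control wells lacked labelled fibronectin entirely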
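Material – AH1F fibroblast monolayer, labelled fibronectin deposition · Reagent – labelled fibronectin 24 nM · Timing – 1 h adhesion, overnight exposure · Measured by – fluorescence at 485 nm excitation, 525 nm emission · Read-out – inhibition of fibronectin deposition signal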
F508del corr: F508del CFTR correction, initial screen, CFBE line, single point. CFBE cells, YFP halide quenching; stimulated with forskolin plus potentiator P3; % fluorescence drop versus neutral controls. activity (quench increase), % at 7.58 µM. 350,000 compounds, 0.36% hits. AID 720511, 2013;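 active means mean added fluorescence quench of at least 8% versus neutral control, with both replicates also reaching 8%; inconclusive means only one of the mean or replicate conditions met; inactive means mean below 8% and not both replicates reaching 8%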;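 further: cells transiently co-express mutant CFTR-F508del with the halide-sensitive YFP; corrector assay measuring rescue of mutant channel to the surface after 24 h compound exposure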
INS-1E GSIS act: GLuc luminescence reporter in INS-1E cells, primary screen for activators of glucose-dependent secretion of insulin; INS-1E GLuc reporter insulin secretion, 2-3 h; activation, % at 16.6 µM; 370,000 compounds, 0.61% hits;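 active means lowest replicate activation of at least 40%, so every replicate reaches that level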;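 further: 0% = median of neutral control wells and 100% = median of IBMX positive control wells; some compounds called inactive have numbers as strong as hits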
The depositor's hits bear a star; ? = inconclusive; . = not tested or not shown; & = joins results of further samples; [ ] = another dose, or the depositor's remark.

SMILES	EWS-Fli block	DENV2 CPE	miR-122 sensor	PAX8 inh HTS	FN deposit inh	F508del corr	INS-1E GSIS act
CCOc1cc(N2CCOCC2)c(OCC)cc1NC(=O)c1cccc(S(=O)(=O)N2CCOCC2)c1	7	-6	.	11	3	1.4	0
COC(=O)CC1C(=O)NCCN1C(=O)c1ccc([N+](=O)[O-])cc1 (stereo not drawn)	9	0	-2	-2	5	1.3	-4
CCCCCCCCNCCS(=O)(=O)NC1CCCCC1	4	20	2	22	-10	4.6	11
O=C(NCC(O)CO)[C@]1(Cc2ccccc2)N=C(c2ccc(OCCCO)cc2)O[C@@H]1c1ccccc1 (stereo partly drawn)	6	-4	.	16	.	0.8	.
Cc1c(NS(=O)(=O)c2ccc(N(C)C3CCCCC3)c([N+](=O)[O-])c2)c(=O)n(-c2ccccc2)n1C	.	.	1	20	2	.	-11
C/C=C/c1ccc([C@H]2[C@@H](CNC(=O)c3ccccc3)N(C(C)=O)[C@H]2CO)cc1	-4	?	14[16.7 µM]	9	-9	1.5	13
C[C@@H]1CN([C@@H](C)CO)C(=O)Cc2cc(NC(=O)Nc3ccc(F)cc3)ccc2O[C@@H]1CN(C)Cc1ccc(Cl)c(Cl)c1	15	15	-24	81*	5&1	-0.7	-9&-4
CC1(C(=O)NS(=O)(=O)c2ccccc2C(F)(F)F)CCN1C(=O)COc1ccc(Cl)cc1 (stereo not drawn)	-4	1	.	-16	4	2.9	-4
COC(=O)CCCCNC(=O)Nc1ccccc1	-8	0	.	-5	-2	-2.0	28
O=C(C[C@H]1CC[C@@H](NC(=O)C2CC2)[C@@H](CO)O1)NCC1CC1	4	2	.	.	.	0.1	-3
O=C(COC(=O)c1ccc(Br)cc1)NC1CCCC1	6	7	.	-6	-33	-1.5	18
Cc1ccccc1NC(=S)NC12CN3CN(CN(C3)C1)C2	0	-3	.	-6	1	0.1	8
C/C(=N/NS(=O)(=O)c1ccccc1)c1ccc(NC(=O)C(F)(F)F)cc1	-2	-6	.	7	2	0.2	12
C[C@@H]1CN([C@H](C)CO)C(=O)CCCn2cc(nn2)CO[C@H]1CN(C)C(=O)Nc1ccc(N2CCN(C)CC2)cc1	-1&-1	-6	1&4[16.7 µM]	-4&-1	-4	1.5&-0.1	17
Cc1cccc(NC(=O)CO/N=C/c2ccc3c(c2)OCO3)c1	.	.	.	10	1	.	10
CC(OC(=O)C1=COCCO1)C(=O)Nc1cccc(S(=O)(=O)N2CCOCC2)c1 (stereo not drawn)	-10	2	-6	-10	-14	-0.7	-4
CCOC(=O)c1c(NC(=O)CSc2nc3c(c(=O)n(C)c(=O)n3C)n2CC)sc(C)c1C	.	.	-3	.	-2	.	16
N[C@@H]1CC[C@@H](CCn2cc(-c3cccc(F)c3)nn2)O[C@H]1CO	-44	-3	.	-55	-9	0.9	4
O=Cc1ccccc1-c1cn(CN2C(=O)c3ccccc3C2=O)nn1	-3	.	-1	-10	0	2.1	.
O=C(NCc1ccco1)/C(=C/c1cccnc1)NC(=O)c1cccc(Br)c1	.	.	-5	.	4	.	-7
C[C@@H]1CN([C@H](C)CO)C(=O)c2cccc(NC(=O)c3cnccn3)c2O[C@H]1CN(C)CC1CC1	1	1	1[16.7 µM]	.	.	1.2	8
CN(CC(=O)Nc1ccc(Cl)c(Cl)c1)C(=O)C12CC3CC(CC(C3)C1)C2	-13	7	7	4	-9	0.8	-24
COc1ccc(-c2c(C)sc(NC(=O)c3ccnn3C)c2C#N)cc1	3	-10	.	-5	4	-0.3	1
Cc1ccc(S(=O)(=O)N2CCN(C(=O)c3cc(S(=O)(=O)N(C)C)ccc3N3CCCC3)CC2)cc1	7	-8	-4	5	7	0.7	-7
C[C@@H]1CN([C@@H](C)CO)C(=O)c2cc(NS(C)(=O)=O)ccc2O[C@@H](C)CCCCO[C@@H]1CN(C)S(=O)(=O)c1ccc(F)cc1	-8	11	12[16.7 µM]	-3	.	-2.3	9
O=C(CNC(=O)c1cccs1)NCC(=O)OCc1c(Cl)cccc1Cl	15	-1	.	.	.	1.8	-3
CC1=C(C(=O)Nc2ccc(CC(=O)NCc3ccccc3C)cc2)SCCO1	5	-7	12	18	9	0.9	1
Cc1cc(C)nc(/N=C(\N)Nc2cccc([N+](=O)[O-])c2)n1	1	-4	3	17	1	1.6	15
Cc1cccc(C)c1NC(=O)NC1(C(=O)NCCN2CCOCC2)CCCCC1	-6	-4	4	6	1	-2.1	-7
C[C@H](CO)N1C[C@H](C)[C@H](CN(C)S(=O)(=O)c2cn(C)cn2)Oc2c(NC(=O)C3CCCCC3)cccc2C1=O	-5	.	-2[16.7 µM]	-4	.	2.4	8
COc1ccc(C(=O)Nc2ccc3c(c2)OC[C@@H](C)NC[C@@H](C)[C@H](OC)CN(C)C3=O)cc1	2	7	25[16.7 µM]	.	4	-0.7	-2
CCc1nc2c(OCc3cccc(OC)c3)cccn2c1N(C)C(=O)c1ccc(OC)cc1	7	5	2	2	13	-1.2	7
Cc1nnc2sc(COc3ccccc3)nn2c1=O	16	-4	-5	-13	1	0.6	10
Cc1ccc(C(=O)NC(=S)Nc2ccc3[nH]c(=O)[nH]c3c2)cc1C	-63	2	-4	-2	0	.	8
COc1cc(NC(=O)c2ccccc2Cl)c(OC)cc1NC(=O)CN1CCCCC1	-4	3	.	-1	-7	-1.2	5
Cc1cc([N+](=O)[O-])nn1Cc1ccc(C(=O)N/N=C/c2ccccc2)cc1	.	.	.	9	-2	.	1
CCn1cc2nc(SCC(=O)Nc3ccccc3F)n(Cc3ccccc3)c(=O)c2n1	4	16	-1	7	-2	2.0	-16
O=C(c1cc(Br)c[nH]1)N1CCSCC1	-12	3	-2	-3	6	-1.6	4
COC(=O)c1ccc(S(=O)(=O)NCc2ccco2)n1C	-3	8	.	-5	-2	0.8	25
Cc1ccc(CNC(=O)C(Cc2ccccc2)NS(=O)(=O)c2ccc(Br)s2)cc1 (stereo not drawn)	-1	5	.	20	-4	-0.8	-34
COC(=O)C(NC(=O)CCC(=O)N[C@@H](C(=O)OC)c1ccccc1)c1ccccc1 (stereo partly drawn)	0	1	0	-6	-25	-2.9	-1
COc1ccc(OC)c(NC(=O)Cn2nc(C)c3ccccc3c2=O)c1	-2	?	0	-10	-1	0.5	9
COC(=O)C1=CO[C@@H](OC2OC(CO)C(O)C(O)C2O)[C@@H]2C(CO)=CC[C@H]12 (stereo partly drawn)	-15	-4	-2	-19	-19	-5.1	11
Nc1nnc(SCc2c(F)cccc2Cl)s1	-22	-4	-2	-25	3	1.6	.
Cc1ccc(C(O)c2ncc(-c3cccc(C(F)(F)F)c3)[nH]2)cc1F (stereo not drawn)	10	-4	8	3	.	-1.2	-34
CCOC(=O)c1sc(NC(=O)c2ccco2)nc1-c1ccccc1	0	6	-2	9	-2	-2.7	5
Cc1ccc(OCC(=O)Nc2ccc3c(c2)OC(F)(F)O3)c([N+](=O)[O-])n1	.	.	-5	-1	-3	.	-5
COc1cc(NC(=O)c2ccc(C)cc2)ccc1NC(=O)c1cc2ccccc2o1	-4	2	-1	2	3	-3.3	3
CCOC(=O)C1CCCN(C(=O)c2cc(-c3ccccc3)nc3ccccc23)C1 (stereo not drawn)	5	10	.	6	8	-2.9	-4
COc1cccc(C#Cc2ccc([C@@H]3[C@@H](CO)N4C(=O)CN(C(=O)c5ccncc5)C[C@H]34)cc2)c1	5	0	.	-26	.	1.5	-9

Rewritten with two lines to a compound: entries from further up
Values in the order – EWS-Fli block | DENV2 CPE | miR-122 sensor | PAX8 inh HTS | FN deposit inh | F508del corr | INS-1E GSIS act
- CCn1cc2nc(SCC(=O)Nc3ccccc3F)n(Cc3ccccc3)c(=O)c2n1
→ 4 | 16 | -1 | 7 | -2 | 2.0 | -16
- O=C(c1cc(Br)c[nH]1)N1CCSCC1
→ -12 | 3 | -2 | -3 | 6 | -1.6 | 4
- COC(=O)c1ccc(S(=O)(=O)NCc2ccco2)n1C
→ -3 | 8 | . | -5 | -2 | 0.8 | 25
- Cc1ccc(CNC(=O)C(Cc2ccccc2)NS(=O)(=O)c2ccc(Br)s2)cc1 (stereo not drawn)
→ -1 | 5 | . | 20 | -4 | -0.8 | -34
- COC(=O)C(NC(=O)CCC(=O)N[C@@H](C(=O)OC)c1ccccc1)c1ccccc1 (stereo partly drawn)
→ 0 | 1 | 0 | -6 | -25 | -2.9 | -1
- COc1ccc(OC)c(NC(=O)Cn2nc(C)c3ccccc3c2=O)c1
→ -2 | ? | 0 | -10 | -1 | 0.5 | 9
- COC(=O)C1=CO[C@@H](OC2OC(CO)C(O)C(O)C2O)[C@@H]2C(CO)=CC[C@H]12 (stereo partly drawn)
→ -15 | -4 | -2 | -19 | -19 | -5.1 | 11
- Nc1nnc(SCc2c(F)cccc2Cl)s1
→ -22 | -4 | -2 | -25 | 3 | 1.6 | .
- Cc1ccc(C(O)c2ncc(-c3cccc(C(F)(F)F)c3)[nH]2)cc1F (stereo not drawn)
→ 10 | -4 | 8 | 3 | . | -1.2 | -34
- CCOC(=O)c1sc(NC(=O)c2ccco2)nc1-c1ccccc1
→ 0 | 6 | -2 | 9 | -2 | -2.7 | 5
- Cc1ccc(OCC(=O)Nc2ccc3c(c2)OC(F)(F)O3)c([N+](=O)[O-])n1
→ . | . | -5 | -1 | -3 | . | -5

Later entries
SMILES	EWS-Fli block	DENV2 CPE	miR-122 sensor	PAX8 inh HTS	FN deposit inh	F508del corr	INS-1E GSIS act
COc1ccc(Cl)cc1C(=O)NC1=NCCS1	-22	2	0	-13	-7	-1.7	2
COc1ccccc1NC(=O)CCSc1nnc(-c2ccc(O)cc2)o1	9	-3	1	6	5	0.2	8
C[C@@H]1CN([C@H](C)CO)C(=O)c2cc(NC(=O)Nc3cccc4ccccc34)ccc2O[C@H]1CN(C)C(=O)Nc1ccc(F)cc1	3	-2	-7[16.7 µM]	.	.	0.1	13
COCCCN1C(=O)c2ccc(C(=O)OCC(=O)N3CCN(c4ccccc4)CC3)cc2C1=O	7	7	-3	7	0	3.3	-6
CN1CCN(c2ccc(C(=O)NC3CCCCC3)cc2[N+](=O)[O-])CC1	-5	-7	.	-14	11	-2.4	-3
C[C@@H]1CCCCO[C@@H](CN(C)C(=O)Nc2ccc(C(F)(F)F)cc2)[C@@H](C)CN([C@@H](C)CO)C(=O)c2cc(N(C)C)ccc2O1	2	-6	9[16.7 µM]	?	.	0.8	16
COc1ccc(NC(=O)N(C)C[C@H]2Oc3ccc(NC(=O)Nc4ccccc4)cc3CC(=O)N([C@@H](C)CO)C[C@H]2C)cc1	-1	-11	1[16.7 µM]	.	-6	-3.4	-14
O=C(CC12CC3CC(CC(Br)(C3)C1)C2)Nc1nncs1	8	0	-2	-20	4	1.2	7
COc1cc(C(=O)OC(C)CN2C(C)CCCC2C)cc(OC)c1OC (stereo not drawn)	2	10	-1	7	4	-1.6	14
CC(=O)c1ccc(OC(=O)CCN2c3ccccc3Sc3ccccc32)cc1	.	.	.	16	2	.	-5
O=C(COc1ccc2ccc(=O)oc2c1)Nc1ccc(N2CCCCC2)cc1	-1	4	2	-15	-20	-4.7	13
CC(=O)C1=C(C)N(Cc2ccc(Cl)cc2)C(=S)NC1c1ccccc1 (stereo not drawn)	7	15	.	12	-7	-2.7	-20
CCCCN(C(=O)/C=C/c1ccc(OC)cc1)C1CCS(=O)(=O)C1 (stereo not drawn)	1	16	0	3	1	-2.7	-3

This is a random part of the collection. Share with any hit: about 3.9%.
